Source: PubChem BioAssay
APJ agonist: agonists of human apelin receptor APJ, primary screen, CHO-K1 cells, PathHunter beta-arrestin, luminescence; 0% DMSO wells, 100% apelin; hit rate 0.11% among 330,000; P35414; activation, % at 20 µM; AID 2520, 2010;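 active = activation more than six SD over the plate average, tested at 20 µM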;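 note: 0% = DMSO alone and 100% = apelin-13 at 10 nM; some results filed as inactive read as strong as hits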
Target sequence (P35414 whole entry, looked up): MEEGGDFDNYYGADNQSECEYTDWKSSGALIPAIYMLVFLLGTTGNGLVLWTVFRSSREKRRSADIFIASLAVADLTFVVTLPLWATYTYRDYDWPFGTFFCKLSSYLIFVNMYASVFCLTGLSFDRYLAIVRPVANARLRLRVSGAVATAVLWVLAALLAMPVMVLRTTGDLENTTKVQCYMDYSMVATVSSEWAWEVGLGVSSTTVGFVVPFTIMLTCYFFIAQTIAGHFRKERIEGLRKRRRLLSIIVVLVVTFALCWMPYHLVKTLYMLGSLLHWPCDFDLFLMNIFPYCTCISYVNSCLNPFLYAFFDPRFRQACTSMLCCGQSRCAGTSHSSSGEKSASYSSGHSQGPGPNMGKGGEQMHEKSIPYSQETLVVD
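Assay system: CHO-K1 APJ beta-arrestin complementation cell line / Compound: single test compound dose, 20 µM final, 1% DMSO / Times: overnight seeding, 90 min compound at 25 °C, 1 h detection / Technique: beta-gal luminescence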
TIM10 inh: growth inhibitors of isogenic TIM10 control yeast, primary screen, counter-screen for tim10-1 yeast inhibitor project, luminescence, uHTS; inhibition, % at 10 µM; hit rate 1.4% among 330,000; AID 463195, 2010; S. cerevisiae TIM10 strain growth, BacTiter-Glo luminescence, 24 h;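 active = inhibition of 40% or more at the single tested concentration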;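 note: wild-type TIM10 isogenic control strain grown at permissive 25 °C; 0% = DMSO yeast wells and 100% = minimal medium wells without yeast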
NR3A LBD binder: binders of NR3A ligand-binding domain, primary screen, biophysical, differential scanning fluorimetry, uHTS. NR3A LBD differential scanning fluorimetry, Tm shift; 0% = protein alone, 100% = glycine-bound protein. Tm shift relative to glycine control, % at 25 µM. hit rate 2.5% among 340,000. Glutamate receptor ionotropic, NMDA 3A (GRIN3A) ligand-binding domain;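 active = melting temperature shift of at least 10% of the positive control shift, at one fixed dose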
APJ antagonist: antagonists of human apelin receptor APJ, primary screen, CHO-K1 cells, beta-arrestin complementation, luminescence. inhibition, % at 20 µM. P35414. AID 2521, 2010. hit rate 0.32% among 330,000;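 active = inhibition above about 40% at 20 µM, limit read from the data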;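 note: cells challenged with 10 nM apelin-13 agonist together with compound; plate controls were apelin-13 plus DMSO wells for no effect and DMSO wells lacking apelin-13 for full effect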
tim10-1 inh: growth inhibitors of tim10-1 mutant yeast, primary screen, luminescence, uHTS | S. cerevisiae tim10-1 ts strain growth, BacTiter-Glo, 24 h | inhibition, % at 20 µM | hit rate 2.2% among 330,000 | AID 463190, 2010;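 active = inhibition of at least 40%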;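 note: mutant grown at 25 °C; 0% = DMSO wells with yeast and 100% = wells holding no yeast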
MIN6 prolif: inducers of MIN6 beta-cell proliferation, primary screen, ATP luminescence, uHTS. MIN6 cells proliferation, ATPlite luminescence, 48 h; cells starved in 0.2% serum; 100% = growth in 10% serum. proliferation, % at 10 µM. hit rate 0.29% among 330,000;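 active = compounds whose signal lies at least 3.5 SD above the mean of all wells on their plate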;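 note: 0% = DMSO-treated cells in low-serum medium and 100% = 10% serum control; some compounds called inactive have numbers as strong as hits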
tim23-1 inh: growth inhibitors of tim23-1 mutant yeast, primary screen, luminescence, uHTS; inhibition, % at 20 µM; hit rate 1.3% among 330,000; S. cerevisiae tim23-1 growth, BacTiter-Glo luminescence, 24 h;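 active = growth inhibition of the mutant yeast at or above 50%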;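 note: temperature-sensitive mutant grown at 25 °C; plate controls were DMSO-treated mutant yeast for no effect and medium wells lacking yeast for full effect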
NLRP3 yeast inh: NALP3 inflammasome inhibitors in reconstituted yeast, primary screen, luminescence, uHTS. inhibition, % at 10 µM. Yeast reconstituted NLRP3/ASC/caspase-1, beta-gal luminescence, 24 h. AID 2825, 2010. hit rate 0.39% among 330,000;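 active = inhibition of 50% or more; inactive = inhibition below 50%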;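 note: plate controls were induced DMSO wells for no effect and uninduced yeast grown without galactose for full effect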
MPTP block: mitochondrial permeability transition pore inhibitors, primary screen, biochemical, isolated mouse mitochondria, absorbance. Ca2+ swelling absorbance, 30 min. inhibition, % at 10 µM. hit rate 1.4% among 360,000;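 active = inhibition of 50% or more, scaled per plate between neutral and stimulator controls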;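 note: 0% = DMSO wells given calcium and 100% = 1 mM EGTA wells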
* hit, by the source's call; nt = no result given; & = joins results of further samples.

SMILES	APJ agonist	TIM10 inh	NR3A LBD binder	APJ antagonist	tim10-1 inh	MIN6 prolif	tim23-1 inh	NLRP3 yeast inh	MPTP block
CC(C)(C)c1ccc(/C=N/NC(=S)NC2CCCCC2)cc1	-4.6	95.9*	-5.2	17.5	34.6	-5.3	36.6	14.8	11.1
Cc1cccc(C(C)(C)C)c1OCCCCN1CCCC1	1.3	12.1	2.4	5.0	-5.0	-2.1	-3.7	13.7	0.3
CCCCn1c(CN2CCN(c3cccc(Cl)c3)CC2)nc2c1c(=O)[nH]c(=O)n2C	-2.4	20.7	-13.7	24.5	19.8	-3.3	9.7	4.8	1.6
O=C(NCCCN1CCOCC1)c1ccc2c(=O)n(Cc3ccccc3)c(=S)[nH]c2c1	0.7	0.0	-3.0	7.5	3.3	-2.4	11.2	8.1	-0.8
N/C(=N\S(=O)(=O)c1cccs1)c1ccccc1Cl	-3.4	12.8	0.3	-5.8	0.5	-3.2	-3.6	3.2	-1.0
COc1ccc(C(CCN(Cc2ccc(OC)c(OC)c2)C(=O)CCl)c2ccccc2)cc1 (stereo not given)	-2.1	10.8	-1.6	11.8	25.0	-6.3	21.9	9.7	0.7
Cc1ccc(C)c(NC(=O)CS(=O)(=O)c2cn(C)c3ccccc23)c1	-5.3	-3.4	-3.3	0.6	11.6	-3.0	4.0	6.0	-0.3
Cn1c(=O)n(CC(=O)OCc2ccccc2)c(=O)c2c1nc1n2CCCN1C1CCCCC1	-5.7	-2.3	-1.4	-0.9	7.5	-2.8	1.7	17.4	0.3
COc1cc(/C=N/NC(=O)CSc2nc3ccccc3n2C)cc(OC)c1OC	1.2	10.5	-2.7	11.7	16.7	0.0	1.1	0.8	-0.1
CC(/C=N/NC(=O)c1nnn(-c2nonc2N)c1C(C)C)=C\c1ccccc1	6.9	6.5	27.4*	1.4	5.7	-7.5	14.0	9.6	0.8
CC[N+](C)(CC)CCC(c1ccccc1)C1CCCCC1 (stereo not given)	2.3	-7.0	1.6	7.3	2.6	0.2	10.3	19.4	1.5
CC1(C)Cc2ccccc2-c2nnc(-c3cccc(O)c3)n21	-4.1	-1.7	-0.2	-9.9	-2.3	-0.1	-5.5	4.2	3.1
Cc1ccc(NS(=O)(=O)c2ccc(Cl)c(C(=O)Nc3cccc(C(=O)O)c3)c2)cc1	-4.0	-4.2	0.2	3.1	5.2	-1.4	15.4	10.0	0.6
CN(C)S(=O)(=O)c1ccc(S(=O)(=O)N(CC(=O)Nc2ccccc2)CC2CCCO2)cc1 (stereo not given)	-3.3	8.5	0.4	8.2	1.0	2.7	-5.0	6.4	-1.7
Cn1c(=O)c2c(ncn2CCCc2ccccc2)n(C)c1=O	-2.2	8.4	-0.4	-6.0	10.9	-3.0	11.6	4.1	2.9
O=C(Nc1ccc(C(=O)O)cc1)/C(=C\C=C\c1ccccc1)NC(=O)c1cccc(Br)c1	-2.7	19.1	-7.3	5.4	16.5	0.0	21.1	16.5	1.4
COc1ccccc1NS(=O)(=O)c1cc(NC(=O)c2cnccn2)ccc1N1CCOCC1	-0.5	-7.0	1.1	-21.6	13.8	-5.4	18.5	3.3	1.9
CCOc1ccccc1-n1c(COc2ccccc2)nnc1SCC(N)=O	-2.6	7.7	0.1	9.1	11.4	0.9	9.8	24.1	0.0
Cc1ccc(CN2CCN(CCC(C)C)C(CCO)C2)s1 (stereo not given)	-4.7	7.1	-1.3	6.0	15.6	-2.1	3.2	-0.2	-0.1
CCOC(=O)c1sc(NC(=O)CCCCl)nc1C	-0.9	20.3	9.9	1.6	28.2	0.0	36.3	10.6	0.6
Cc1oncc1C(=O)Nc1cccc2ccccc12	-1.5	-2.0	1.7	-2.3	-5.1	-2.5	-0.6	2.9	-0.6
O=C(CCl)Nc1cn(-c2ccccc2)nc1-c1ccc(F)cc1	-1.6	11.6	0.9	-2.9	27.6	-6.9	60.6*	30.3	-5.6
Cc1cccc(NC(=O)c2ccc(NCCO)c([N+](=O)[O-])c2)n1	-4.0	0.6	-2.1	8.9	-0.5	-1.3	4.9	-8.2	0.6
c1ccc(COc2ccc(OCCCN3CCCC3)cc2)cc1	1.9	-1.6	9.8	-5.3	-14.3	0.0	19.8	29.2	1.3
CCN(CC)c1ccc(NC(=O)COc2ccc(C#N)cc2)cc1S(=O)(=O)Nc1ccc(OC)cc1	-2.0	2.5	7.1	1.7	24.8	-1.2	10.0	-4.5	-18.0

An excerpt from above in order of SMILES length, low to high.
SMILES	APJ agonist	TIM10 inh	NR3A LBD binder	APJ antagonist	tim10-1 inh	MIN6 prolif	tim23-1 inh	NLRP3 yeast inh	MPTP block
Cn1c(=O)c2c(ncn2CCCc2ccccc2)n(C)c1=O	-2.2	8.4	-0.4	-6.0	10.9	-3.0	11.6	4.1	2.9
Cc1cccc(NC(=O)c2ccc(NCCO)c([N+](=O)[O-])c2)n1	-4.0	0.6	-2.1	8.9	-0.5	-1.3	4.9	-8.2	0.6
Cn1c(=O)n(CC(=O)OCc2ccccc2)c(=O)c2c1nc1n2CCCN1C1CCCCC1	-5.7	-2.3	-1.4	-0.9	7.5	-2.8	1.7	17.4	0.3

Other results follow.
SMILES	APJ agonist	TIM10 inh	NR3A LBD binder	APJ antagonist	tim10-1 inh	MIN6 prolif	tim23-1 inh	NLRP3 yeast inh	MPTP block
Cc1ccccc1N1CCN(C2CCCN(C(=O)c3cnsn3)C2)CC1 (stereo not given)	-2.7	3.3	0.8	14.1	12.1	-3.1	9.5	11.1	-0.7
O=C(Cn1cnc2ccccc2c1=O)Nc1ccc(N2CCOCC2)cc1	-5.8	-11.7	-0.6	0.1	7.8	1.3	4.9	-1.6	-1.2
Cc1nn(CC(=O)NCCc2ccc(Cl)cc2Cl)c(C)c1[N+](=O)[O-]	-0.1	10.3	-3.3	-2.2	4.4	0.6	-10.4	20.6	5.6
Cc1ccc(Nc2nc(N3CCN(C)CC3)nc(N)c2[N+](=O)[O-])cc1C	2.3	14.4	nt	-1.4	16.5	0.0	20.6	29.9	nt
Cc1c(C(=O)OCC[N+]2(C)CCCCC2)oc2ccccc12	-1.2	9.6	-0.9	-18.8	7.4	-0.4	8.5	2.3	-11.8
Cc1nn(C)cc1S(=O)(=O)Nc1ccccc1Br	1.1	6.8	-4.7	-43.3	9.9	1.1	4.4	3.4	0.1
COc1ccccc1C1CC(=O)Nc2cc3c(cc21)OCCO3 (stereo not given)	-3.5	2.2	-15.7	-0.7	0.4	-3.3	-3.1	4.6	-0.7
O=C(O)C(c1ccccc1)C1(O)CCCC1 (stereo not given)	-4.6	1.2	2.8	14.8	-2.6	-1.8	-7.7	-1.7	1.2
CC1C(=O)N2CCCc3cc(S(=O)(=O)N4CCN(c5cccc(Cl)c5)CC4)cc1c32 (stereo not given)	8.0	29.2	-0.9	5.4	2.6	-4.0	10.7	20.5	-1.2
Cc1cc(C)nc(N/N=C/C=C/c2ccccc2)n1	2.4	-7.4	-1.9	0.5	12.1	0.0	11.9	48.3	-0.3
CC(Oc1ccc2c(-c3ccccc3)cc(=O)oc2c1)C(=O)NCC1CCC(C(=O)O)CC1 (stereo not given)	-3.5	0.8	-1.9&-0.5	-16.0	3.8	-1.4	-4.6	7.4	-1.5&-2.3
Cn1c(SCC(N)=O)nnc1C1CCN(C(=O)NCc2ccccc2)CC1	-2.6	1.9	-2.2	8.5	16.1	-0.3	4.3	2.8	3.8
CCOCc1nnc(NC(=O)c2c(OC)cccc2OC)s1	-3.4	3.6	-0.2	9.8	9.3	0.4	2.1	8.5	6.4
C/C=C/c1ccc(OCCOc2ccc(C=O)cc2)c(OC)c1	-1.7	-30.3	5.8	-6.5	-5.6	-4.0	17.9	18.2	-0.5
O=S(=O)(NCc1ccc2c(c1)OCO2)c1ccc2oc3ccccc3c2c1	-3.1	48.5*	-2.2	-3.6	22.5	-4.2	32.2	4.1	7.6
CCOC(=O)c1c(NCC2CCCO2)c2ccccc2[nH]c1=O (stereo not given)	-3.9	-13.5	0.8	4.7	-3.5	-1.5	2.5	19.5	-4.0
O=C1c2ccccc2NC(c2cn[nH]c2-c2ccccc2)N1O (stereo not given)	-3.4	4.8	0.3	-9.4	-3.6	-3.1	7.2	2.3	0.2
COc1ccc(OC)c(-c2nnc3n2N=C(c2ccc(OC)c(OC4CCOC4)c2)CS3)c1 (stereo not given)	-0.9	2.2	0.2	8.4	7.8	-5.8	20.9	-0.9	-1.2
COCCNC(=S)NNc1ccc(Cl)c(C(=O)O)c1	-3.0	-8.2	1.1	-19.2	9.4	0.1	-5.2	14.0	2.9
COc1ccc(CCn2c(-c3cc([N+](=O)[O-])cc([N+](=O)[O-])c3)nc3nc4ccccc4nc32)cc1	8.2	20.7	-3.1	-63.3	27.8	-1.8	30.0	27.7	2.5
O=C(c1ccc(F)cc1)N1CCCC(c2nc(-c3ccncc3)no2)C1 (stereo not given)	4.2	8.3	-2.9	-4.1	14.5	-6.2	15.6	5.3	1.3
COCCCNc1nc(N)c([N+](=O)[O-])c(NCC2CCCO2)n1 (stereo not given)	-2.8	6.5	0.2	0.1	3.8	0.6	-10.1	14.1	7.6
CN(Cc1cccc2ncccc12)C(=O)CC1C(=O)NCCN1Cc1ccc(F)cc1 (stereo not given)	-1.7	18.5	-0.4	19.9	21.2	-1.9	17.6	19.9	0.9
Cc1ccc(S(=O)(=O)NC(C)(C)CSc2ncccn2)cc1	-2.8	9.7	1.0	-2.0	17.2	-1.0	8.7	11.0	-0.7
COc1ccc2[nH]c(C(=O)O)c(CCN3C(=O)c4ccc(C(=O)O)cc4C3=O)c2c1	-1.7	12.4	-0.7	8.9	-9.6	-0.9	0.1	13.7	-1.0

Later entries.
SMILES	APJ agonist	TIM10 inh	NR3A LBD binder	APJ antagonist	tim10-1 inh	MIN6 prolif	tim23-1 inh	NLRP3 yeast inh	MPTP block
O=C1CCN(Cc2ccc([N+](=O)[O-])cc2)CCN1[C@H](CO)c1ccccc1	-3.4	-9.8	-1.0	-4.8	17.3	-2.0	-0.1	4.7	-0.3
O=C(Nc1cccnc1)c1cc2cc(Br)ccc2o1	0.2	-14.2	-5.5	-10.5	-13.7	-3.1	8.5	32.9	1.9
O=C(CCC(=O)N1CCN(c2ccc(F)cc2)CC1)N1CCN(c2ccc(F)cc2)CC1	-2.0	6.6	0.5	7.1	21.0	1.2	20.2	11.9	-2.1
COc1ccc(NC(=S)Nc2ccc(N(C)C(C)=O)cc2)cc1	-4.0	-12.8	-4.8	18.2	3.8	0.5	2.2	12.6	0.0
Cc1cc(SCC(N)=O)nc(SCC(=O)c2ccccc2)n1	-5.2	-7.4	-1.2	-8.1	23.5	0.1	4.1	-4.5	-1.9
Cc1nn(C)c(C(=O)Nc2ccc(S(=O)(=O)NC34CC5CC(CC(C5)C3)C4)cc2)c1Br	6.2	57.8*	-2.4	-36.0	53.9*	-3.0	41.1	3.1	3.8
CN(C)CCNC(=O)C(=O)Nc1ccc2c(c1)N(S(=O)(=O)c1cccs1)CCC2	-0.7	-1.0	3.2	24.5	2.4	-2.1	-9.7	8.6	-0.8
CS(=O)(=O)N1CCCC(C(=O)NCCCN2CCc3ccccc3C2)C1 (stereo not given)	1.1	-9.9	0.8	-14.9	-30.2	-0.2	-3.0	9.5	-0.1
CCCCC(CCC(=O)Nc1ccn(-c2ccccc2)n1)C(=O)O (stereo not given)	-4.8	-13.6	2.0	0.9	12.0	-3.1	4.4	4.5	-1.4
